HT1080 cytotoxicity = HT1080 cell viability loss – fluorescence readout (AID 620) | HT1080 viability, fluorescence; higher % means a stronger effect | cytotoxicity, % at 10 µM; hits with a dose series show EC50 in µM | 87,000 tested, 0.42% active; in the data active means cytotoxicity above about 50%;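 further: cells exposed to compound overnight then 4 h with Alamar Blue; 0% = vehicle DMSO and 100% = killing control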
Numbers without * were called inactive. These rows are one share of the data (hit frequency here may not be typical).

SMILES | HT1080 cytotoxicity
O=C(c1ccccc1)c1ccc(OCCCCN2CCCCC2)cc1 | -19.5%
COc1cccc(-n2c(SCC(=O)NC3CCCC3)nnc2-c2ccco2)c1 | -10.3%
CCCC1CCc2c(sc(NC(=O)OCC)c2C#N)C1 (stereo unspecified) | 1.2%
COCCSc1ccccc1C(=O)Nc1ccc2c(c1)OCCO2 | -11.5%
O=C(NCc1ccco1)C1CCN(S(=O)(=O)Cc2ccccc2)CC1 | 6.6%
Cn1nc(OC(=O)Nc2ccc(F)cc2)cc1C(F)(F)F | 2.2%
Cc1ccc(CS/C(Nc2ccccc2C)=C(\C#N)C(=O)NCc2ccco2)c(C)c1 | -24.2%
CCC/C=C(\CCC)C(NP(=O)(c1ccccc1)c1ccccc1)c1ccc(C(F)(F)F)cc1 (stereo unspecified) | -4.7%
CN1CCN(S(=O)(=O)c2ccc3c(c2)OCCO3)CC1 | 13.6%
CCOc1ncccc1C(=O)N(C)CC1COc2ccccc2O1 (stereo unspecified) | 1.5%
COc1ccc(-c2cc(=O)c3ccccc3n2C)cc1 | 3.7%
COc1ccc(C(=O)OCC(=O)c2ccccc2)cc1S(=O)(=O)N1CCOCC1 | 3.6%
CCC(CC)c1nnc(NC(=O)CCN2C(=O)c3ccccc3C2=O)s1 | -15.4%
Cc1cccc(NC2SC(=O)N(CC(=O)O)C2=O)c1 (stereo unspecified) | -0.3%
O=C(Nc1cc(Cl)cc(Cl)c1)C(NCCO)c1ccccc1 (stereo unspecified) | -9.2%
Nc1cc(=O)[nH]c(=O)n1CC1CC1 | 8.6%
CCOC(=O)Cc1c(C)nc2c(-c3ccccc3)c(-c3ccccc3)[nH]n2c1=O | 3.5%
COc1cccc(NC(=O)CN2CCN(c3nc(-c4cccc(OC)c4)cs3)CC2)c1 | -13.7%
Clc1ccc(-c2cnc3n2CCC3)cc1 | -4.8%
CCOc1ccc(NC(=O)C2CCN(c3nnnn3-c3ccccc3)CC2)cc1 | -8.9%
CC(C)(C)n1nnnc1C(c1ccc(Cl)cc1)N1CCCc2ccccc21 (stereo unspecified) | 3.1%
CCOC(=O)C(NCCCCl)c1ccccc1 (stereo unspecified) | -8.4%
O=C(O)COCCN1CCN(C(c2ccccc2)c2ccc(Cl)cc2)CC1 (stereo unspecified) | -8.0%
COc1ccc(-c2ccc(=O)n(CC(=O)Nc3nnc(C(C)C)s3)n2)cc1OC | -18.2%
CCNc1ccc2noc3c2c1C(=O)c1ccccc1-3 | 2.1%

Reprinted from the part before: three compounds, then new ones.
SMILES | HT1080 cytotoxicity
O=C(O)COCCN1CCN(C(c2ccccc2)c2ccc(Cl)cc2)CC1 (stereo unspecified) | -8.0%
COc1ccc(-c2ccc(=O)n(CC(=O)Nc3nnc(C(C)C)s3)n2)cc1OC | -18.2%
CCNc1ccc2noc3c2c1C(=O)c1ccccc1-3 | 2.1%
CC1(C)C2CCC1(CS(=O)(=O)N1CCOCC1)C(=O)C2 (stereo unspecified) | 4.2%
CCOC(=O)c1c(NC(=O)CSc2nnc(-c3ccncc3)n2Cc2ccco2)sc(C(C)=O)c1C | -5.6%
Cn1c(=O)c2c(ncn2CC(=O)Nc2ccc(N3CCOCC3)cc2)n(C)c1=O | -2.3%
CN1C[C@@H]2C(c3ccccc3)C3(c4ccccc4)CC2(C3)[C@H]1c1ccccc1 (stereo partly specified) | 4.6%
CCCCC1S/C(=N/N=C/c2ccc(OC)cc2)N(Cc2ccc(OC)cc2)C1=O (stereo unspecified) | -15.9%
Cn1ncc(Cl)c1C(=O)Nc1ccncc1 | 2.1%
C=CCn1c(=O)c2c3c(sc2n2c(Nc4ccccc4)nnc12)CCCC3 | -15.0%
CCCCn1nc(C(=O)N[C@@H](CCSC)c2nc3ccccc3[nH]2)c2ccccc2c1=O | 8.5%
CCN(CC)CCNC(=O)C(C)c1nn(C)c(=O)c2ccccc12 (stereo unspecified) | -2.3%
COc1cccc(OCCCCN2CC(C)OC(C)C2)c1 (stereo unspecified) | -20.0%
Cc1ccccc1S(=O)(=O)c1c(C)cc(C)n(C(C)C)c1=O | -1.4%
O=C(CSc1n[nH]c(-c2cccs2)n1)N1CCCc2ccccc21 | -12.1%
CCCn1nnnc1SCC(=O)N1CCCc2ccccc21 | -11.7%
COC(=O)C1=C(C)N(CCCC(=O)O)C(=O)NC1c1ccccc1OS(=O)(=O)c1ccc([N+](=O)[O-])cc1 (stereo unspecified) | -19.6%
Cc1nn(-c2ccc(F)cc2)c(Cl)c1/C=C(\CC(=O)O)c1nc2ccccc2s1 | -1.1%
COc1cc(C2C(C#N)=C(N)N(c3cccnc3)C3=C2C(=O)CC(C)(C)C3)ccc1O (stereo unspecified) | -9.5%
CSc1nc(SCC(=O)NC(c2ccccc2)c2ccccc2)c2c3c(sc2n1)CN(C)CC3 | 2.7%
Cc1ccc(CSc2ncnc3c2cnn3Cc2ccccc2)cc1 | -11.4%
CC(=O)c1cccc(NC(=O)CCS(=O)(=O)c2cccc3nsnc23)c1 | 1.5%
Cn1c(=O)c2c(nc(N3CCOCC3)n2CCCNC2=NCCCCC2)n(C)c1=O | -8.2%
Nc1ccccc1SCC(=O)Nc1ccc(N2CCOCC2)cc1 | -4.4%
Clc1ccc(-n2nnnc2-c2cnc(-c3ccncc3)nc2-c2cccs2)cc1 | 4.8%
Brc1ccc(-c2nc3ncccn3c2Nc2ccc3c(c2)OCCO3)o1 | -4.1%
Cn1c2c(c(=O)n(C)c1=O)CN(CCc1ccccc1)CN2 | 3.6%
Cc1ccc(-n2nc(C)c3c2OC(N)=C(C#N)C3c2ccc(C)o2)cc1 (stereo unspecified) | -13.0%
Following part.
SMILES | HT1080 cytotoxicity
CC(C)CCN1C(=O)CCC1(C)C(=O)NC1CCCCCCC1 (stereo unspecified) | 0.6%
Cc1ccc(-c2nc3ccccn3c2NC(=O)c2ccco2)cc1 | -6.7%
CCOC(=O)C(NC(C)=O)C(=O)O (stereo unspecified) | -3.9%
O=S(=O)(c1ccc(Cl)cc1)N1CCN(Cc2c[nH]c3ccccc23)CC1 | 14.4%
CC(C)C(NC(=O)C1CCC(C(C)(C)C)CC1)C(=O)NCc1cccnc1 (stereo unspecified) | -14.5%
N#CCSc1nnc(CNc2ccc(F)cc2)o1 | -4.6%
O=C(NCc1ccccc1)Oc1cccc(Cl)c1 | 8.6%
Cc1coc(NC(=O)CSc2nc(-c3ccc(Cl)cc3)cc(C(F)(F)F)c2C#N)n1 | -5.4%
O=C(NCCCN1CCOCC1)c1ccccc1 | 12.7%
Cc1ccc(NC2=NCC(=O)N2C2CCCC2)c(C)c1 | -7.0%
O=C1c2cccc3c(N4CCCCC4)ccc(c23)C(=O)N1c1ccc(Cl)cn1 | -1.7%
COc1cc(NC(=O)C2CCCO2)c(OC)cc1Cl (stereo unspecified) | 8.7%
Cc1cc(C)c(-n2c(C)cc(/C=C3/NC(=O)NC3=O)c2C)c(C)c1 | 1.7%
Cc1cc(Cl)ccc1OCCCC(=O)NCC1CCCO1 (stereo unspecified) | -2.8%
CC1(C)CC(NC(=O)c2cccc3ccccc23)CC(C)(C)N1 | 3.4%
COC(=O)[C@H](Cc1ccccc1)NC(=O)[C@H]1C[C@@H]1[C@H](NC(=O)OCc1ccccc1)c1ccccc1 | -4.6%
CCOc1ccc(S(=O)(=O)Nc2ccccc2SC)cc1 | 4.4%
NC(=O)c1ccccc1N/C=C/C(=O)c1ccc(F)cc1 | 1.8%
N#Cc1cc2c(nc1SCC(=O)O)CCCC2 | -1.9%
COc1cccc(-n2nnnc2SCC(=O)Nc2nc3c(s2)CCCC3)c1 | 6.2%
CCOC(=O)c1cnc(SCC(=O)Nc2ccc(N3CCOCC3)c(Cl)c2)nc1N | -6.3%
CS(=O)(=O)N(CC(=O)Nc1ccccc1C(=O)NCCc1ccccc1)c1ccc2c(c1)OCCO2 | -3.6%
CCOC(=O)c1nnn(CC(=O)N2N=C(c3ccccc3)CC2c2ccccc2)c1C(=O)OCC (stereo unspecified) | -7.2%
COc1ccc(C2NC(C(=O)O)Cc3c2[nH]c2ccccc32)cc1OC (stereo unspecified) | 15.2%
CCCn1nnc(NC(=O)c2cccnc2Cl)n1 | 6.1%
Next section
SMILES | HT1080 cytotoxicity
Cc1cc(C)n(C(=O)COc2ccccc2C)n1 | -7.7%
Cc1nc2c(c(-c3ccccc3)c1C#N)C(=O)c1ccccc1-2 | -7.6%
COc1cc2cc(C(c3nnnn3C(C)(C)C)N3CCC(C)CC3)c(=O)[nH]c2cc1OC (stereo unspecified) | -9.0%
CCCc1nc2ccccc2n1CCOc1ccccc1 | -25.9%
O=C(Nc1ccccn1)c1ccc(COc2ccccc2Cl)o1 | -12.4%
CCCN(CCC)Cc1cc2ccccc2c2c1COC2 | -12.9%
CCS(=O)(=O)n1nc(-c2ccc(Cl)cc2)nc1SC | 2.3%
COc1ccc(NCc2nnc(SCC(=O)NCc3ccccc3)n2-c2ccccc2OC)cc1 | 20.5%
O=C(Nc1cccc2c1[nH]c1ccccc12)C(F)(F)F | -0.2%
COc1ccc(S(=O)(=O)N2CCC[C@H]2C(=O)NC2=NCCS2)cc1 | -15.6%
CCCCCCC(=O)Nc1nnc(CC)s1 | -3.3%
COc1ccc(NC(=O)Nc2cc(C)ccc2F)cc1 | -2.4%
Cc1c(C(=O)N2CCCC2)sc(NC(=O)c2ccc(Cl)cc2)c1C#N | -0.9%
COc1cc2c3c(c1)c(C1=NC(=S)NC1=O)c(O)n3C(C)(C)C=C2C | 4.1%
Cc1cc(NC(=O)CN2CCN(S(=O)(=O)c3ccc4ccccc4c3)CC2)no1 | 4.7%
CCCC1S/C(=N/N=C/c2ccc(OC)cc2)N(Cc2ccccc2)C1=O (stereo unspecified) | -24.5%
Cn1c(=O)c2c(nc(SCc3ccccc3)n2Cc2ccc(Cl)cc2)n(C)c1=O | 11.2%
CCn1cc([N+](=O)[O-])c(C(=O)N2N=C(c3ccc4ccccc4c3)CC2c2cc(Br)ccc2O)n1 (stereo unspecified) | 4.8%
Cc1ccc(-c2nnn(CC(=O)N(Cc3ccco3)C(C(=O)NC3CCCC3)c3cccs3)n2)o1 (stereo unspecified) | -5.7%
CCN(CC)C(=O)CSc1nnc(-c2ccccc2)o1 | 9.5%
Cc1cc(C)c2nc(C(F)(F)F)c(C#N)c(N)c2c1 | -0.8%
COc1ccc2oc(=O)c(C(=O)NCc3ccc4c(c3)OCO4)cc2c1 | 2.7%
Cc1ccc(NC2=C(Cl)C(=O)OC2OC(=O)c2ccco2)cc1 (stereo unspecified) | 13.6%
CC(=O)N1CCN(C2=NC(=O)C(=C3CCCCC3)S2)CC1 | 2.4%
O=C(CSc1nnc(-c2ccccn2)n1Cc1ccco1)Nc1ccc2c(c1)OCO2 | -4.3%

Continued; the last 2 above are carried over.
SMILES | HT1080 cytotoxicity
CC(=O)N1CCN(C2=NC(=O)C(=C3CCCCC3)S2)CC1 | 2.4%
O=C(CSc1nnc(-c2ccccn2)n1Cc1ccco1)Nc1ccc2c(c1)OCO2 | -4.3%
Cc1cccc(-n2nc(C)cc2N)c1 | 3.2%
CC(CC(=O)Nc1nncs1)c1ccccc1 (stereo unspecified) | -2.1%
COC(=O)C(C(=O)OC)C(C)C(C(=O)OC)C(=O)OC | -1.4%
O=C(CSc1ncn[nH]1)Nc1ccc2c(c1)OCCO2 | -8.9%
CCc1nnc(NC(=O)c2ccc(-c3ccccc3Cl)o2)s1 | 10.6%
O=C(CCS(=O)(=O)c1ccc(Br)cc1)N1CCN(c2ccccc2Cl)CC1 | -4.6%
CCC1CCCCN1c1cc(C)nc2cc(-c3cccc(C)c3)nn12 (stereo unspecified) | -34.4%
Cn1c(N)c(C(=O)COC(=O)c2cc(-c3ccccc3)nc3ccccc23)c(=O)n(C)c1=O | 8.1%
CC(=O)c1cccc(N(CC(=O)N2CCCCC2)S(C)(=O)=O)c1 | 6.6%
O=C(Cc1noc2ccccc12)Nc1ccc2ccccc2c1 | 32.5%
COc1ccc(CNC(=O)Nc2cccc3ccccc23)cc1 | -4.4%
Cn1c(=O)c(C(=O)COC(=O)c2cc(-c3ccco3)nc3ccccc23)c(N)n(Cc2ccccc2)c1=O | 10.2%
CSCCC1C(=O)OC2(C)CC(C)(C)NC(=S)N12 (stereo unspecified) | 7.3%
CCOc1c(C(=O)CC)cc2c(C)cc(=O)oc2c1C | -16.9%
O=C1c2ccccc2C(=O)N1CC(O)CN1CCOCC1 (stereo unspecified) | -10.9%
c1ccc(CSCCc2ccncc2)cc1 | -1.7%
COc1cc(C(=O)NCc2ccccn2)ccc1OCc1c(C)noc1C | 8.2%
COc1ccccc1/C=C/C(=O)NCC(=O)N/N=C/c1cc(Br)ccc1OC | 18.1%
COc1ccc(-c2noc(CCC(=O)O)n2)cc1 | -1.9%
Cc1cccc(C)c1NC1=NC(=S)N(c2ccccc2)C12CCOC(C)(C)C2 (stereo unspecified) | -24.1%
Cc1nc2ccc(NS(=O)(=O)c3c(C)c(C)cc(C)c3C)cc2s1 | 8.0%
Cc1cc(C)c(NC(=O)C2CCCN2C(=O)NC2CCCCC2)c(C)c1 (stereo unspecified) | -16.2%
CCOC(=O)C1C(=O)C=C(c2ccc(NS(C)(=O)=O)cc2)CC1c1ccco1 (stereo unspecified) | -2.3%
CCCCn1c(=O)c(-[n+]2ccccc2)c([O-])c2ccccc21 | -6.4%
O=C1Nc2ccccc2N(O)N1c1cc(-c2ccccc2Cl)no1 | -2.0%
CCCCCCN(C(=O)CCCCCN1C(=O)NC(c2ccc(-c3ccccc3)cc2)C(C(=O)OCc2ccccc2)=C1C)C(C(=O)NCCCC)c1ccccn1 (stereo unspecified) | -2.3%
Cc1cc(C(=O)Nc2nc3c(C)cccc3s2)c(C)o1 | -5.6%
CC(C)Cc1nc2oc3c(Cl)ncnc3c2c2c1CCC2 | 18.5%
COc1ccc(CNC(=O)COC(=O)c2cc(-c3cccs3)nc3ccccc23)cc1OC | -0.5%

An excerpt of these results, as comma-separated lines.
Compound,HT1080 cytotoxicity
O=C(Cc1noc2ccccc12)Nc1ccc2ccccc2c1,32.5%
COc1ccc(CNC(=O)Nc2cccc3ccccc23)cc1,-4.4%
Cn1c(=O)c(C(=O)COC(=O)c2cc(-c3ccco3)nc3ccccc23)c(N)n(Cc2ccccc2)c1=O,10.2%
CSCCC1C(=O)OC2(C)CC(C)(C)NC(=S)N12 (stereo unspecified),7.3%
CCOc1c(C(=O)CC)cc2c(C)cc(=O)oc2c1C,-16.9%
O=C1c2ccccc2C(=O)N1CC(O)CN1CCOCC1 (stereo unspecified),-10.9%

Screens deposited in PubChem BioAssay by Sanford-Burnham Center for Chemical Genomics.
